mABHD4 FP – ABHD4 (mouse) inhibition, primary FP screen; inhibition, % at 8.92 µM; AID 720543; purified mABHD4, FP-Rh probe fluorescence polarization; 370,000 tested, 0.54% active; Q8VD66;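 active means inhibition exceeding the mean over every tested compound plus 3 SD, cut at about 30% in these data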;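 further: 0% = plate median of compound wells and 100% = S159A mutant with DMSO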
Target sequence (Q8VD66 whole entry, looked up): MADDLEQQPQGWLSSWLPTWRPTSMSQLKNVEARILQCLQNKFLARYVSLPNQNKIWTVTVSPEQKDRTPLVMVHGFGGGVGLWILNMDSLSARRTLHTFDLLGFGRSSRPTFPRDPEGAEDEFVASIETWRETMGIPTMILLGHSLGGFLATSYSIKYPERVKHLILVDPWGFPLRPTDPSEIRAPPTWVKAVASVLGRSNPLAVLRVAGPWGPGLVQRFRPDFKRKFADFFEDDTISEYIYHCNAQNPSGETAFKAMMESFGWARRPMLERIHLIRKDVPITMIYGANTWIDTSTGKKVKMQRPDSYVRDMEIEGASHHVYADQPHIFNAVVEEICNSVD
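assay system = mABHD4 protein | compound dosing = single nominal dose of 8.92 µM, 0.89% DMSO final | read-out basis = percent inhibition of probe binding, normalized to plate controls | schedule = Enzyme–compound pre-incubation 45 min, then probe 60 min, both 25 °C | detection = fluorescence polarization, excitation 525 nm, emission 598 nm, BODIPY TMR filters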
TCR CD3 inh – inhibitors of human TCR-CD3 interaction; TAMRA-labeled TCR probe fluorescence, biochemical; inhibition, % at 9.4 µM; 360,000 tested, 0.37% active; in the data active means inhibition above about 19%;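 further: recombinant mutant TCR 2C K166C tagged with TAMRA read by polarization; 0% = receptor in buffer alone and 100% = receptor with positive control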
Tn7 DDE FP – disrupts Tn7 cyclic peptide binding to fibrin D-Dimer-E complex; P02675; 370,000 tested, 0.13% active; FP displacement of FITC-Tn7 peptide from fibrin DD(E); 0% = median of compound wells per plate; AID 720508; inhibition, % at 8.3 µM;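 active means inhibition above the mean of compounds falling within the control limits plus 3 SD of them, cut at about 14% in these data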;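 further: 0% = plate median of compound wells and 100% = 10 µM Aha-Tn7 peptide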
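Assay system: Fibrin-DD(E) protein isolated from polymerized human fibrin clots; read-out basis: percent inhibition; medium: Tris/NaCl/CaCl2 buffer, pH 7.8; signal: FP measurement; incubation: 10 min plus 3 h, room temperature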
PG9 Ab binder – small molecules binding HIV-1 gp120 antibody PG9; inhibition, % at 6.7 µM; TR-FRET gp120-PG9 antibody binding; 360,000 tested, 0.43% active; AID 624416; in the data active means inhibition above about 8.5%
UHRF1 MBD2 ctr – UHRF1 methyl-DNA binding inhibition; AID 687016; inhibition, % at 4.4 µM; 370,000 tested, 0.75% active; UHRF1 binding to methylated oligo, TR-FRET; Q96T88; in the data active means inhibition above about 21%;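 further: UHRF1 SRA domain binding a hemimethylated CpG hairpin DNA probe; 0% = median of test compound wells and 100% = reference inhibitor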
PRMT1 inh – PRMT1 (human) inhibition, primary screen; recombinant PRMT1, activity-based probe fluorescence polarization; inhibition, % at 2.79 µM; 370,000 tested, 1.3% active; AID 652257;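 active means inhibition above about 21% made by adding two undisclosed values, limit read from the data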
TDP2 inh – blocks human TDP2 phosphodiesterase activity. O95551. recombinant TDP2, T5PNP hydrolysis, p-nitrophenol absorbance 415 nm. inhibition, % at 12.8 µM. 370,000 tested, 0.34% active. AID 720702;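 active means inhibition above the mean of all tested compounds plus 3 SD, set per campaign, cut at about 25% in these data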;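 further: 0% = DMSO with enzyme and 100% = buffer with substrate but no TDP2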
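System – recombinant human TDP2 · Amount – 120 nM TDP2 per well · Buffer or medium – Mg2+-containing Tris-HCl buffer, pH 7.5 · Reagent – T5PNP substrate, 5 mM · Dosing – 12.8 µM single point, 1% DMSO · Incubation – 2 h at 37 °C · Measured by – epi absorbance · Read-out basis – percent inhibition · Benchmarks – high control without enzyme, low control DMSO plus TDP2 · Repeats – singlicate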
SIAE inh – blocks human sialic acid acetylesterase; Q9HAT2; SIAE FP-Rh probe binding, fluorescence polarization; inhibition, % at 9.66 µM; 370,000 tested, 0.69% active;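 active means inhibition above a cutoff: mean of compounds within the control limits plus 3 SD of those, cut at about 17% in these data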;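 further: 0% = plate median of compound wells and 100% = probe without SIAE protein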
Target sequence (Q9HAT2 whole entry, looked up): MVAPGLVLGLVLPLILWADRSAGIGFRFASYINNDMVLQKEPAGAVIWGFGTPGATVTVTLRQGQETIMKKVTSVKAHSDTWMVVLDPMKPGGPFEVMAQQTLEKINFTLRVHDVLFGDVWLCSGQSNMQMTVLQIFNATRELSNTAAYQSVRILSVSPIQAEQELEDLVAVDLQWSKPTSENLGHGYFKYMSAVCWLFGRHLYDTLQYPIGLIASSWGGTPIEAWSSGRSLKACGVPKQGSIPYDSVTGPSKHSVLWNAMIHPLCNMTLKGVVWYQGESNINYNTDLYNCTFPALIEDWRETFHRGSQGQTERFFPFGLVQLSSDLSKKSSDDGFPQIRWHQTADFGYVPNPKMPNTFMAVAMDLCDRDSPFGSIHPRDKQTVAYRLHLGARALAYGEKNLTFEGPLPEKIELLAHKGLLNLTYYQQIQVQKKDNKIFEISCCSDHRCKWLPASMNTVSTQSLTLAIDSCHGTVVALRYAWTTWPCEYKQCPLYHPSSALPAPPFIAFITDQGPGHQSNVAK
HTRA1 inhibitor – inhibitors of human serine peptidase HTRA1 | Q92743 | recombinant HTRA1, FP-rhodamine activity-based probe, fluorescence polarization | inhibition, % at 5.96 µM | 340,000 tested, 0.5% active; in the data active means inhibition above about 36%;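 further: 0% = enzyme with DMSO and 100% = wells lacking enzyme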
LEDGF integ inh – blocks HIV-1 LEDGF/p75-dependent DNA integration | AID 743269 | 370,000 tested, 0.64% active | TR-FRET IN-LEDGF/p75 DNA integration, Eu/Cy5 | inhibition, % at 3.7 µM;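 active means inhibition above the screen-wide mean plus 3 SD, cut at about 13% in these data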;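 further: signal is the Cy5 over europium emission ratio at 671 and 618 nm; 0% = plate median of compound wells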
The depositor's hits bear a star; . = not tested or not shown.

SMILES	mABHD4 FP	TCR CD3 inh	Tn7 DDE FP	PG9 Ab binder	UHRF1 MBD2 ctr	PRMT1 inh	TDP2 inh	SIAE inh	HTRA1 inhibitor	LEDGF integ inh
O=C(c1ccccc1)c1cn(CC(=O)N2CCCc3ccccc32)c2ccccc12	-7	-2	-6	1.8	-1	5	-2	-18	-42	1
CCN1C[C@]2(CO)CC[C@H](OC)[C@@]34C5C[C@H]6[C@H](OC)C5[C@](O)(C[C@H]6OC)[C@@H](C(OC)C23)[C@@H]14 (stereo partly specified)	-2	3	2	-0.2	1	1	-1	1	-1	-4
COCCCN=Cc1c(O)[nH]c(=S)[nH]c1=O	-5	4	0	-0.6	-1	-2	7	-8	1	2
CCN(CC)CCNCC(=O)Nc1ccc(Cl)cc1C(=O)c1ccccc1	9	-4	10	0.2	5	7	1	8	-3	4
O=C1N(c2cccc(Cl)c2)C(c2cccnc2)N2CCCN12 (stereo unspecified)	0	-3	-4	-1.4	-1	0	-2	4	1	-4
N#CC1=C(N)Oc2c(c(=O)oc3ccccc23)C1c1ccccc1OC(=O)c1cccs1 (stereo unspecified)	-2	4	-1	11*	0	1	9	-13	-4	-1
CCn1c(O)c(/C=N/NC(=O)c2ccncc2)c(=O)[nH]c1=S	-18	-37	0	-2.2	-4	-3	-13	-65	-26	-4
CC(=O)O[C@H]1CC[C@@]2(C)[C@H](C1)C(=O)C[C@H]1[C@@H]3CC[C@@H]4[C@@H](CN5C[C@@H](C)CC[C@H]5[C@@]4(C)O)[C@@H]3C[C@@H]12	5	10	-2	0.7	-2	0	-1	-2	-1	2
CC1CCCN(C(=O)c2ccc(N3CC4CC(C3)c3cccc(=O)n3C4)c([N+](=O)[O-])c2)C1 (stereo unspecified)	5	6	0	-1.0	-6	-2	-5	7	4	-2
CCC(=O)Nc1ccc(Cl)c(Cl)c1	-15	-14	6	0.8	3	4	-8	-3	3	6
COc1ccc(C(SCC(NC(=O)OCc2ccccc2)C(=O)O)c2ccc(OC)cc2)cc1 (stereo unspecified)	-7	-1	7	1.6	0	2	-3	-2	-20	-3
CSc1ncc(CN2CCCC(C(=O)c3sccc3C)C2)cn1 (stereo unspecified)	7	-7	0	1.0	-1	2	-3	-5	1	-5
OC(CNC1CCCCC1)c1ccccc1 (stereo unspecified)	4	-1	-6	1.1	0	-1	11	-1	0	0
C#CCOC(=O)C1=CCCN(C)C1	-8	-6	-1	0.0	1	6	-3	-1	5	-6
CN(C)c1ccc(C2C3C=CC(C3)C2(C#N)C(=O)O)c(Br)c1 (stereo unspecified)	3	-4	-4	0.0	-2	-3	4	1	-2	2
Nc1ccc(Br)cc1C(=O)c1ccccc1	-3	6	-8	-0.2	-1	-1	-2	3	-8	-1
O=C(O)C1(c2ccc(Cl)cc2)CCC1	-9	-4	-9	0.2	1	-1	11	-2	2	0
COc1ccc(N2CCN(C(CNC(=O)Oc3ccccc3)c3cccnc3)CC2)cc1 (stereo unspecified)	2	6	6	-5.4	-1	-3	-7	3	6	2
c1ccc2[nH]c(CCN3CCCCC3)nc2c1	3	4	0	-2.6	1	1	5	1	4	-2
Cc1ccc2c(c1)c(=O)c1c3n2CCN(CC2CO2)C3CC1 (stereo unspecified)	-3	4	-3	-2.7	-7	-2	12	14	1	9
CCOP(=O)(OCC)c1cc(C)c(O)c(C(C)(C)C)c1	-1	1	-1	-1.5	0	2	-8	5	-1	-2
CC(=O)O[C@H]1C(=O)[C@@]2(C)C([C@H](OC(=O)c3ccccc3)[C@]3(O)C[C@H](OC(=O)[C@H](O)[C@@H](NC(=O)Cc4ccccc4)c4ccccc4)C(C)=C1C3(C)C)[C@]1(OC(C)=O)CO[C@@H]1C[C@@H]2O (stereo partly specified)	-3	5	-1	-2.1	-1	4	-1	-5	-24	1
CN1C(=O)N(C)C(=O)C(NS(=O)(=O)c2ccc(N)cc2)(c2ccccc2)C1=O	-5	-1	3	0.3	4	-3	-6	1	2	4
Cc1c(Br)c(=O)oc2cc(OCC(=O)N3C[C@H]4C[C@@H](C3)c3cccc(=O)n3C4)ccc12	3	1	8	-0.7	-1	-4	8	-1	3	1

Exported as a markdown table: entries from further up
| compound | mABHD4 FP | TCR CD3 inh | Tn7 DDE FP | PG9 Ab binder | UHRF1 MBD2 ctr | PRMT1 inh | TDP2 inh | SIAE inh | HTRA1 inhibitor | LEDGF integ inh |
| --- | --- | --- | --- | --- | --- | --- | --- | --- | --- | --- |
| CSc1ncc(CN2CCCC(C(=O)c3sccc3C)C2)cn1 (stereo unspecified) | 7 | -7 | 0 | 1.0 | -1 | 2 | -3 | -5 | 1 | -5 |
| OC(CNC1CCCCC1)c1ccccc1 (stereo unspecified) | 4 | -1 | -6 | 1.1 | 0 | -1 | 11 | -1 | 0 | 0 |
| C#CCOC(=O)C1=CCCN(C)C1 | -8 | -6 | -1 | 0.0 | 1 | 6 | -3 | -1 | 5 | -6 |
| CN(C)c1ccc(C2C3C=CC(C3)C2(C#N)C(=O)O)c(Br)c1 (stereo unspecified) | 3 | -4 | -4 | 0.0 | -2 | -3 | 4 | 1 | -2 | 2 |
| Nc1ccc(Br)cc1C(=O)c1ccccc1 | -3 | 6 | -8 | -0.2 | -1 | -1 | -2 | 3 | -8 | -1 |
| O=C(O)C1(c2ccc(Cl)cc2)CCC1 | -9 | -4 | -9 | 0.2 | 1 | -1 | 11 | -2 | 2 | 0 |
| COc1ccc(N2CCN(C(CNC(=O)Oc3ccccc3)c3cccnc3)CC2)cc1 (stereo unspecified) | 2 | 6 | 6 | -5.4 | -1 | -3 | -7 | 3 | 6 | 2 |
| c1ccc2[nH]c(CCN3CCCCC3)nc2c1 | 3 | 4 | 0 | -2.6 | 1 | 1 | 5 | 1 | 4 | -2 |
| Cc1ccc2c(c1)c(=O)c1c3n2CCN(CC2CO2)C3CC1 (stereo unspecified) | -3 | 4 | -3 | -2.7 | -7 | -2 | 12 | 14 | 1 | 9 |
| CCOP(=O)(OCC)c1cc(C)c(O)c(C(C)(C)C)c1 | -1 | 1 | -1 | -1.5 | 0 | 2 | -8 | 5 | -1 | -2 |
| CC(=O)O[C@H]1C(=O)[C@@]2(C)C([C@H](OC(=O)c3ccccc3)[C@]3(O)C[C@H](OC(=O)[C@H](O)[C@@H](NC(=O)Cc4ccccc4)c4ccccc4)C(C)=C1C3(C)C)[C@]1(OC(C)=O)CO[C@@H]1C[C@@H]2O (stereo partly specified) | -3 | 5 | -1 | -2.1 | -1 | 4 | -1 | -5 | -24 | 1 |

Continuation:
SMILES	mABHD4 FP	TCR CD3 inh	Tn7 DDE FP	PG9 Ab binder	UHRF1 MBD2 ctr	PRMT1 inh	TDP2 inh	SIAE inh	HTRA1 inhibitor	LEDGF integ inh
COc1ccc(NP(=O)(Nc2ccc(OC)cc2)Oc2ccccc2)cc1	1	-8	3	-2.8	3	2	-9	2	-4	-3
CCOC(=O)CC1=C(C(=O)OCC)C2(C(=O)Nc3ccccc32)C(C#N)=C(N)O1 (stereo unspecified)	1	3	6	-0.7	-2	0	1	7	2	3
COC(=O)C1=C(c2cccc(OCc3ccccc3)c2)C[C@@H]2CC[C@H]1N2C(=O)NCCOc1ccccc1	-5	-4	-2	0.8	-1	-1	-3	1	-29	2
C[C@]12CCC3C(CC[C@H]4C[C@H](O)CC[C@]34C)C1C[C@@H](O)[C@H]2O (stereo partly specified)	3	-2	2	-0.7	0	2	4	-2	.	0
CC(CC(C#N)(c1ccccc1)c1ccccc1)N1CCOCC1 (stereo unspecified)	-1	-3	2	-2.0	3	-2	-2	-2	-7	0
COc1ccc2[nH]c(C)c(CCNCc3cc(OC)c4c(c3)OCO4)c2c1	15	1	2	-1.8	-1	6	-4	5	-6	-2
CSCCC(c1nnnn1C1CCCCC1)N1CCC(n2c(=O)[nH]c3ccccc32)CC1 (stereo unspecified)	-11	-6	-2	1.6	0	-7	-21	-1	.	7
CCOC(=O)c1ccc(NC(=O)c2c(O)[nH]c(=O)[nH]c2=O)cc1	2	6	-3	1.6	-1	-2	-5	-3	-6	0
CC(C)Oc1ccc(Cc2c(O)[nH]c(=O)[nH]c2=O)cc1	9	0	0	-1.4	-7	2	1	3	.	-1
O=C(c1ccc(-c2ccccc2)c(F)c1)C1CCCN(CCO)C1 (stereo unspecified)	-4	-5	1	0.0	0	0	-1	2	-6	2
CCC1(c2ccccc2)C(=O)N(COC)C(=O)N(COC)C1=O	2	3	3	-1.0	0	-2	7	-6	6	0
CCc1cc2c(s1)N(CC(=O)OC)C(=O)CN=C2c1ccccc1OC	1	3	-5	-0.2	-3	0	7	2	4	2
c1ccc(N2[C@@H]3CC[C@H]2c2ccncc2C3)cc1	-2	4	-4	0.4	-1	-2	-3	-2	.	1
O=c1[nH]c(CN2CC=C(c3ccccc3)CC2)nc2scc(-c3ccccc3)c12	5	-12	7	-0.8	-3	-1	-3	-11	-13	-1

Compound activity deposited in PubChem BioAssay by The Scripps Research Institute Molecular Screening Center.

A portion of the library; count on the stated rates, not on these rows.
